# Screens deposited in PubChem by several laboratories.
# BoNT F protease = BoNT F light chain protease inhibition | 360,000 tested, 0.22% active | Multiplex microsphere protease cleavage assay, flow cytometry | inhibition, % at 10 µM | AID 588497; in the data active = inhibition above about 35%, passing the limit was not always enough; inconclusive = no clear call, values can overlap the other calls; also: plate controls were buffer without enzyme for full effect and enzyme alone for no effect
# Mtb FBA inh = Mtb fructose-bisphosphate aldolase inhibition | P9WQA3 | purified M. tuberculosis FBA, fluorescence read-out | inhibition, % at 1 µM | 360,000 tested, 2.3% active | AID 588726; in the data active = inhibition above about 27%;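 also: 0% = vehicle and 100% = reference inhibitor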
# FadD28 binding = M. tuberculosis FadD28 bisubstrate binding inhibition | 360,000 tested, 0.22% active | AID 588549 | FadD28 bisubstrate probe binding, fluorescence polarization | inhibition, % at 12.5 µM; in the data active = inhibition above about 8.5%, passing the limit was not always enough; inconclusive = no clear call, values can overlap the other calls
# PfHsp40 rescue = compounds rescuing yeast from Plasmodium falciparum HSP40 toxicity | growth rescue, % at 12.5 µM | 340,000 tested, 0.68% active | S. cerevisiae expressing PfHsp40, growth rescue, ATP luminescence; in the data active = growth rescue above about 28%, passing the limit was not always enough; inconclusive = no clear call, values can overlap the other calls;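 also: yeast W303a lacking pdr1 and pdr3 grown in galactose medium; growth measured after three days at 30 °C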
# GDH-TPI counter = counter-screen for M. tuberculosis FBA inhibitors: GDH-TPI coupled enzymes; 360,000 tested, 1.2% active; inhibition, % at 4.8 µM; GDH-TPI coupled enzyme counterscreen, NADH absorbance; AID 588335; in the data active = inhibition above about 30%;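 also: 0% = DMSO wells and 100% = wells lacking the enzyme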
# BoNT A protease = inhibitors of Botulinum neurotoxin A light chain protease; 360,000 tested, 0.17% active; inhibition, % at 10 µM; multiplex microsphere protease substrate cleavage, flow cytometry; AID 588499; also: plate controls were buffer without enzyme for full effect and enzyme alone for no effect
# Anthrax LF inh2 = inhibitors of Bacillus anthracis lethal factor protease. 360,000 tested, 0.12% active. inhibition, % at 10 µM. P15917. multiplex microsphere protease cleavage assay, LF; also: plate controls were buffer without enzyme for full effect and enzyme alone for no effect
# Target sequence (P15917 whole entry, looked up): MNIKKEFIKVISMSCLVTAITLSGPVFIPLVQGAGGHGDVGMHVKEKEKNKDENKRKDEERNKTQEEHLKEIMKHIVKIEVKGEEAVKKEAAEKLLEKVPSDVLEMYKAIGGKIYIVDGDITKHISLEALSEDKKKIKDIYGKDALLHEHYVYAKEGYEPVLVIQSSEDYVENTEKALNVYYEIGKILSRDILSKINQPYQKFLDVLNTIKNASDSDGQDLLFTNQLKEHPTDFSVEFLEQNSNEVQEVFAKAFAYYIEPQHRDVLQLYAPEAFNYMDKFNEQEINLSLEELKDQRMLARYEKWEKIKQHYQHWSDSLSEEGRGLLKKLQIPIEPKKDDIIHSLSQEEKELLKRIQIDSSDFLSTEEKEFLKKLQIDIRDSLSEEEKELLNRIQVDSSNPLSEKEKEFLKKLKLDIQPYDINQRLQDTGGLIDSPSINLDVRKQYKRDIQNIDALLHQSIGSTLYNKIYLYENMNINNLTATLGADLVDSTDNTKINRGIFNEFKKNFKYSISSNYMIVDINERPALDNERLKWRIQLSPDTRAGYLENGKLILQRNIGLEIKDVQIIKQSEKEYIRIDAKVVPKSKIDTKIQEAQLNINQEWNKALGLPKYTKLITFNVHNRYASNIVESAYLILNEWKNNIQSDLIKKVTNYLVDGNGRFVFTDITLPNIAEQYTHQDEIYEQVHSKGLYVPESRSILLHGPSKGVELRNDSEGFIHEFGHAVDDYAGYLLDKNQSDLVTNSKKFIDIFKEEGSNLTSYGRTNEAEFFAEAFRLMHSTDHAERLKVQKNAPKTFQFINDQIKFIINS
# Mtb UGM inh = blocks M. tuberculosis UGM enzyme. P9WIQ1. purified UGM, fluorescence polarization probe displacement. inhibition, % at 10 µM. 320,000 tested, 0.06% active. AID 504406; in the data active = inhibition above about 10%, passing the limit was not always enough; inconclusive = no clear call, values can overlap the other calls
# BioA inh = blocks M. tuberculosis BioA enzyme activity; purified M. tuberculosis BioA enzyme, plate reader; inhibition, % at 9.99 µM; 360,000 tested, 0.096% active; in the data active = inhibition above about 40%; inconclusive = no clear call, values can overlap the other calls
# * marks the source's active call; other numbers are inactive results; ? = inconclusive; . = no result given; & = joins results of further samples. Rule as the data show it, unless noted: active = inhibition above about 30%; inconclusive = no clear call, values can overlap the other calls; inactive = below that.
# Values run as follows: BoNT F protease	Mtb FBA inh	FadD28 binding	PfHsp40 rescue	GDH-TPI counter	BoNT A protease	Anthrax LF inh2	Mtb UGM inh	BioA inh
1: O=C(c1ccc2c(c1)OCO2)N1CCCc2ccccc21
 : -2	3	-1.2	1.3	8	-0.4	-2	1.1	1.4
2: CC(=O)Oc1c(C)c(OC(C)=O)c2c(c1C(C)=O)OC1CC(=O)C(C(C)=O)=C(O)C21C (configuration not stated)
 : -12	2	-1.7	-0.1	5	-0.8	-1	0.7	-1.1
3: O=C(N/N=C/c1ccc(OCC(=O)N2CCCCC2)cc1)c1ccccc1O
 : -2	-2	-0.2	0.5	26	-0.5	-2	3.0	-1.3
4: COc1ccc(C(=O)Nc2ccccc2N2CCN(C(=O)C(C)C)CC2)cc1Cl
 : -10	3	0.5	-0.7	-4	-0.5	-8	1.4	0.5
5: CC(C)=CC(=O)Nc1ccc(OCc2ccccc2)cc1
 : -2	1	-3.0	3.7	3	-0.4	-1	-3.3	.
6: O=C(CN1CCN(C/C=C/c2ccccc2)CC1)NCc1ccccc1
 : 4	1	-3.1	-0.5	-8	0.7	1	1.6	.
7: COc1ccc(N(C)S(=O)(=O)c2cccc(C(=O)NC3=NCCS3)c2)cc1
 : 7	1	-1.4	0.4	4	0.1	1	-3.4	-0.2
8: COc1ccc(S(=O)(=O)N2CCOCC2)cc1NC(=O)COc1cccnc1[N+](=O)[O-]
 : 5	0	0.2	-1.7	-6	0.3	2	-0.4	.
9: CCOc1ccccc1CN1CCNC(=O)C1CC(=O)N(C)CCc1ccccn1 (configuration not stated)
 : -3	-2	-3.3	0.3	-2	-0.8	-1	2.4	0.0
10: O=[N+]([O-])c1ccccc1N/N=C\c1ccccc1Cl
 : -12	3	-1.8	-1.5	12	-0.9	-4	-2.0	-0.2
11: O=C(c1ccc([N+](=O)[O-])cc1)N1CCN(C2=NS(=O)(=O)c3ccccc32)CC1
 : -18	3	-2.2	0.2	11	-4.7	0	0.5	-1.2
12: Cc1ccc(NC(=O)CCN2CCN(C/C=C/c3ccccc3)CC2)cc1C
 : -7	0	-5.1	0.8	9	2.7	-2	.	-0.1
13: COc1ccc(OC)c(S(=O)(=O)NC(=O)C2(C)CCN2C(=O)C2(c3ccc(Cl)cc3)CC2)c1 (configuration not stated)
 : 10	5	0.9	.	4	0.2	9	.	-3.9
14: Cc1cc(C(=O)N2CCCC(N3CCN(c4ccccc4C)CC3)C2)no1 (configuration not stated)
 : 3	4	0.5	.	2	0.5	-3	.	1.1
15: COC(=O)c1c(C)[nH]c(C)c1-c1ccc(C)cc1
 : -4	1	-0.3	0.8	11	-0.3	-1	0.9	0.1
16: COc1ccc(NC(=O)Nc2cccc3c2O[C@H](CN(C)C(=O)Nc2ccc4c(c2)OCO4)[C@@H](C)CN([C@H](C)CO)C3=O)cc1
 : -2	1	-1.4	-0.8	12	-0.6	-2	-3.0	-1.5&-0.7
17: CCOc1ccc(N2CC(C(=O)NCc3ccc4c(c3)OCO4)CC2=O)cc1 (configuration not stated)
 : -6	-1	0.7	0.9	4	-1.2	3	0.0	-13
18: CCNC(=O)C1(C)CCN(C(=O)c2ccc3c(c2)OCO3)C1 (configuration not stated)
 : -1	-2	-1.7	.	4	0.2	-2	.	-0.6
19: O=C(Nc1ccc(Oc2ccccc2)nc1)C1CCCCN1Cc1cccc(O)c1 (configuration not stated)
 : 1	1	-11	-0.2	-12	-0.1	1	-2.4	0.1
20: CCN1C(=O)C(NC(C)=O)c2cc(Br)ccc21 (configuration not stated)
 : -11	-1	-5.0	-0.7	12	-1.4	-2	1.7	-0.7

# Reprinted from the part before: 3 compounds; new compounds follow.
# Values run as follows: BoNT F protease	Mtb FBA inh	FadD28 binding	PfHsp40 rescue	GDH-TPI counter	BoNT A protease	Anthrax LF inh2	Mtb UGM inh	BioA inh
18: CCNC(=O)C1(C)CCN(C(=O)c2ccc3c(c2)OCO3)C1 (configuration not stated)
 : -1	-2	-1.7	.	4	0.2	-2	.	-0.6
19: O=C(Nc1ccc(Oc2ccccc2)nc1)C1CCCCN1Cc1cccc(O)c1 (configuration not stated)
 : 1	1	-11	-0.2	-12	-0.1	1	-2.4	0.1
20: CCN1C(=O)C(NC(C)=O)c2cc(Br)ccc21 (configuration not stated)
 : -11	-1	-5.0	-0.7	12	-1.4	-2	1.7	-0.7
21: COc1ccc(CNC(=O)Cn2ccc([N+](=O)[O-])n2)cc1OC
 : -1	2	2.7	4.9	-13	-1.4	-6	-2.4	-0.7
22: COc1cc(-c2cc(=O)c3ccc(O)cc3o2)cc(OC)c1OC
 : -3	9	-2.8	.	14	-0.8	-3	.	-0.2
23: C/C(=N/Nc1nc(C)c(C)s1)c1cccc([N+](=O)[O-])c1
 : ?	-2	-2.1	-2.6	14	4.3	-9	3.3	-0.9
24: Cc1cccn2c(=O)c(/C=C3\SC(=S)N(CC(C)C)C3=O)c(NCCCOC(C)C)nc12
 : 19	0	-2.0	-0.9	0	15	3	0.2	-0.3
25: CCOC(=O)c1c(NC(=O)CSc2nnc(CNc3ccc(OC)cc3)n2C)sc(C)c1C
 : -2	0	0.2	1.5	-7	0.6	-9	-1.9	.
26: CCN(CC)S(=O)(=O)c1ccc2oc(SCC(=O)Nc3cc(C)on3)nc2c1
 : 1	-2	-0.8	1.0	-12	3.7	-1	0.4	2.0
27: CC1CCCCN1C(=O)c1cnn2c(C(F)(F)F)cc(-c3ccco3)nc12 (configuration not stated)
 : -15	6	-1.0	-0.3	21	0.7	-1	-0.7	-4.5
28: O=C(O)CCc1ccc(-c2ccc(Br)cc2)n1NC(=O)c1ccc([N+](=O)[O-])cc1
 : -8	1	-0.6	0.6	4	-0.7	2	-0.1	2.2
29: CC(=O)Oc1ccc2c(c1)C(=O)c1ccccc1C2=O
 : -1	-2	-0.5	4.9	7	-0.6	-4	1.2	-1.5
30: COc1ccc(SCC2CN(C)CCC2c2ccc(F)cc2)cc1 (configuration not stated)
 : -8	-1	-2.5	0.6	1	0.1	-7	-4.8	.
31: CC1CCC(NCCNC(=O)c2ccco2)CC1 (configuration not stated)
 : -3	2	-1.3	0.9	-5	-0.1	-6	0.0	-0.8
32: CC1C(=O)N(Cc2cn(CCC3OCCO3)nn2)CCS(=O)(=O)N1Cc1ccc(-c2ccc(Cl)cc2)cc1 (configuration not stated)
 : 6	1	-3.3	.	13	0.5	8	.	-3.3
33: N#Cc1ccc(C(=O)NC(=S)N2CCOCC2)cc1
 : -8	3	-0.4	-0.6	13	-0.5	1	0.5	-0.9
34: COc1ccc(C(CNC(=O)c2oc3cc(C)c(Cl)cc3c2C)N2CCCCC2)cc1 (configuration not stated)
 : 5	1	-0.6	0.2	1	-1.4	-3	-1.4	-1.2
35: Cc1ccc(N=Nc2c(N)[nH]n3c(=O)cc(-c4ccccc4)nc23)cc1
 : -2	-1	-3.2	0.1	1	0.3	0	0.4	-2.0
36: COc1ccccc1CC(=O)Nc1ccc(C(=O)N2CCCCC2)cc1
 : 1	-3	-4.9	-0.2	2	2.5	2	2.2	0.6
37: Cc1ccc(/C=C2/C(=O)NC(=O)N(C)C2=O)cc1
 : -1	-2	-1.2	0.8	-8	0.4	-1	-0.5	-2.9
38: NC(=O)CCC(C(=O)O)N1C(=O)c2ccc(O)cc2C1=O (configuration not stated)
 : -6	1	-1.6	-0.4	4	0.9	0	1.8	-2.1
39: Cc1ccc(C)c(NC(=O)c2nc(Cl)ccc2Cl)c1
 : -2	-1	-4.7	1.1	-4	-0.9	1	1.2	-0.2
40: C[C@@H]1CN([C@H](C)CO)C(=O)CCCn2nncc2CO[C@H]1CN(C)Cc1cccc2c1OCCCO2
 : -7	1	0.7	.	16	-0.1	1	.	-1.7&-0.8
41: O=S(=O)(Cc1ccc(Cl)cc1)NCc1cccnc1
 : .	-1	0.9	.	4	.	.	-1.7	-6.6
42: O=S(=O)(NCCn1ccc2ccccc21)c1ccccc1
 : -4	0	0.3	-0.2	-8	8.2	23	-1.3	-0.5
43: COc1cccc(NC(=O)CSc2ccc3nnc(-c4ccncc4)n3n2)c1
 : -3	3	-3.5	-1.1	1	-0.3	6	1.6	0.8
44: Cc1c(C)n(CCCN(C)C)c2ncnc(NCc3ccccc3)c12
 : -8	3	0.9	0.4	-4	1.2	-11	-0.4	3.4
45: CCN(CC)C(=O)n1cnc(-c2ccccc2)c1-c1ccccc1
 : -6	-4	-1.6	1.3	4	-0.8	0	1.2	.
46: O=C(NN1CCCCC1)c1cccc2ccccc12
 : 2	2	-0.6	1.4	-5	-1.3	5	-0.4	-1.0
47: Cc1ccc(C)c(NS(=O)(=O)c2cc(C(=O)NCc3ccccn3)ccc2Cl)c1
 : 4	0	-1.0	-0.6	8	0.9	-4	-0.4	0.4
48: Cc1ccc(CNC(=O)NCc2ccccc2)cc1
 : -12	3	-1.6	-1.4	1	-0.9	0	-0.7	.
49: CCCC(=O)N1CCC1(C)C(=O)Nc1ccccn1 (configuration not stated)
 : -2	1	-2.5	.	-5	-0.1	-8	.	-0.9
50: COc1ccc(NC(=O)N(C)C[C@H]2Oc3ccc(NC(=O)NC4CCCCC4)cc3C(=O)N([C@H](C)CO)C[C@@H]2C)cc1
 : -4	-2	-0.1	4.1	-7	-0.2	-6	-2.8	1.3&-0.8
51: CC(=O)Nc1cc(N2C(=O)CCC2=O)ccc1Cl
 : -2	2	-0.9	-1.2	0	0.0	0	-2.2	-1.1
52: O=C(Nc1ccc(-c2nc3ccccc3[nH]2)cc1)C1CCCO1 (configuration not stated)
 : -20	4	-0.8	-0.6	2	-2.7	-2	-1.7	0.4
53: Cc1cc(NC(=O)c2ccc(S(=O)(=O)N3CCOCC3)cc2)no1
 : 7	5	-0.9	1.0	7	-0.3	3	-2.2	.
54: OCC1(CCCc2ccccc2)CCN(Cc2cnc(N3CCOCC3)s2)CC1
 : -3	-3	0.1	0.5	-2	-0.8	4	-1.3	-0.1
55: COc1cc(NC(=O)c2[nH]c(C)c(C(C)=O)c2C)cc(OC)c1OC
 : 5	-2	-0.8	-0.4	-5	0.3	-1	1.6	31
56: COC(=O)[C@H]1CCCN1C(=O)Nc1cccc(Oc2c(F)c(F)c(F)c(F)c2F)c1
 : 13	5	-0.5	3.3	2	1.7	1	-1.3	0.0
57: COc1ccc(NC(=O)CSc2nnnn2C2CCCCC2)cc1
 : -8	0	1.9	0.6	6	-3.9	-10	-2.7	-0.8
58: O=C1C2CC=CCC2C(=O)N1c1ccc(NCCc2ccccc2)c([N+](=O)[O-])c1 (configuration not stated)
 : -4	2	-3.6	-1.0	3	-0.9	0	-0.5	.
59: CCOC(=O)N1CCN(c2c(Nc3ccc4c(c3)OCCO4)c(=O)c2=O)CC1
 : -5	2	2.0	-0.4	42*	0.4	5	0.4	0.3
60: COc1ccc(NC(=O)CCCc2ccccc2)c(OC)c1
 : 8	-1	1.4	-0.9	-4	1.5	1	1.3	-0.3
61: COC(=O)C1=C(c2ccc(F)cc2OCc2ccccc2)C[C@@H]2CC[C@H]1N2C(=O)NCCCOC(C)C
 : -7	6	-2.2	9.4	9	-0.1	-9	2.3	-3.4
62: O=C1C(C=NCCCN2CCOCC2)=C(O)c2ccccc21
 : 8	-5	-4.5	0.0	5	0.1	-3	-0.1	-1.3
63: COC(=O)c1cccc(N=Cc2c(O)n(Cc3ccc(F)cc3)c(=O)[nH]c2=O)c1
 : 1	-2	-0.6	.	13	0.3	-2	2.6	-0.5

# Entries of single compounds from above:
# `O=C(O)CCc1ccc(-c2ccc(Br)cc2)n1NC(=O)c1ccc([N+](=O)[O-])cc1` as listed: BoNT F protease: -8; Mtb FBA inh: 1; FadD28 binding: -0.6; PfHsp40 rescue: 0.6; GDH-TPI counter: 4; BoNT A protease: -0.7; Anthrax LF inh2: 2; Mtb UGM inh: -0.1; BioA inh: 2.2
# `COC(=O)C1=C(c2ccc(F)cc2OCc2ccccc2)C[C@@H]2CC[C@H]1N2C(=O)NCCCOC(C)C` as listed: BoNT F protease: -7; Mtb FBA inh: 6; FadD28 binding: -2.2; PfHsp40 rescue: 9.4; GDH-TPI counter: 9; BoNT A protease: -0.1; Anthrax LF inh2: -9; Mtb UGM inh: 2.3; BioA inh: -3.4
